Compound activity (PubChem)
PPARg SRC1 recr: PPARgamma agonists recruiting SRC-1 coactivator, primary screen, biochemical; PPARgamma-SRC-1 coactivator recruitment biochemical assay; activation, % at 8 µM; 0.41% of 200,000 active; in the data active = activation above about 19%;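 note: 0% = DMSO and 100% = reference agonist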
Target sequence (P37231 whole entry, looked up): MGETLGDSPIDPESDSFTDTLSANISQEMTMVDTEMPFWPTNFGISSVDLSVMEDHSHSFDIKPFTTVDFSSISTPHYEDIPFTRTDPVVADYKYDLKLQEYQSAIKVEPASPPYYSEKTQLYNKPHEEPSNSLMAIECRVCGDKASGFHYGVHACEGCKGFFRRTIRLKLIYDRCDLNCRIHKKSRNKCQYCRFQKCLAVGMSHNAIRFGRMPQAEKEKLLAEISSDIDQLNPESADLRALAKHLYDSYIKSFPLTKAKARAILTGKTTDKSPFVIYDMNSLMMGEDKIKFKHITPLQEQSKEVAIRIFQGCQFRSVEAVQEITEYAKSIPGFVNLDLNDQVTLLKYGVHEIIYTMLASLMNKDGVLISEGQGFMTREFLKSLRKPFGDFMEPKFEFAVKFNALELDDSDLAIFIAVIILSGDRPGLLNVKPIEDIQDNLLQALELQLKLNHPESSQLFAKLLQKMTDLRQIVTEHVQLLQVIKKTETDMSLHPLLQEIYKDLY
PPARg SRC-3 ag: PPARgamma agonists recruiting SRC-3 coactivator, primary screen, biochemical; 0.26% of 200,000 active; biochemical PPARgamma/SRC-3 coactivator recruitment assay; activation, % at 8 µM; Peroxisome proliferator-activated receptor gamma (Homo sapiens), P37231; AID 731, 2007; in the data active = activation above about 23%;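 note: 0% = DMSO and 100% = reference agonist; some compounds past the cut are filed as inactive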
ROMK mod: ROMK potassium channel modulators, primary screen, cell-based, thallium flux, MLSMR library; ATP-sensitive inward rectifier potassium channel 1 (Homo sapiens), P48048; Tet-inducible ROMK, thallium flux fluorescence; actives lie on both sides; B-score at 10 µM; 2% of 130,000 active; AID 1918, 2009;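 active = signal ratio slope over the read window, or its plate-corrected B-score, at least 3 SD from the plate mean, either direction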;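 note: B-score of the F/F0 ratio slope over 7 to 12 s after thallium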
Target sequence (P48048 whole entry, looked up): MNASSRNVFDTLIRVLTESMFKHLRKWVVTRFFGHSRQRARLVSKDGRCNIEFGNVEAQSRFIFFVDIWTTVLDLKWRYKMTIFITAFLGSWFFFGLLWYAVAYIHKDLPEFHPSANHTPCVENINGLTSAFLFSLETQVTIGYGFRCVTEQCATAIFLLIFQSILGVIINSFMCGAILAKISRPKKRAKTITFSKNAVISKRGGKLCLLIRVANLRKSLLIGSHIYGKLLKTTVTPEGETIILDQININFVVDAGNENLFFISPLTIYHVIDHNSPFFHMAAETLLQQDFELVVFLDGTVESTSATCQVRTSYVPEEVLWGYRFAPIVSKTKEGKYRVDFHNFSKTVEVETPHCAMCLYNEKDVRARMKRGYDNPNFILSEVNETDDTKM
S1P3 antag: S1P3 receptor antagonists, primary screen, cell-based. Sphingosine 1-phosphate receptor 3 (Homo sapiens), Q99500. CHO S1P3 NFAT-BLA reporter, FRET fluorescence, antagonist mode. inhibition, % at 4.98 µM. 0.27% of 170,000 active;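 active = inhibition above the plate cutoff, the mean inhibition of test wells on that plate plus 3 SD, cut at about 28% in these data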;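 note: cells challenged with S1P at its EC80 of 0.8 µM; blue over green emission ratio from cleaved BLA substrate after 4 h stimulation; 0% = S1P-stimulated wells and 100% = unstimulated DMSO-only wells; some compounds past the cut are filed as inactive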
Diaphorase act: compounds boosting diaphorase resazurin reduction – biochemical, uHTS, resorufin fluorescence, counter-screen for diaphorase-coupled primary assays, primary screen. Diaphorase/resazurin coupled assay, 16 min; active compounds read high; 1 = vehicle wells, 0 = NADH-free wells. activation factor at 20 µM. 0.005% of 190,000 active. AID 1229, 2008;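 active = diaphorase activity raised at least twofold by the compound at 20 µM; inactive = activation factor below 2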
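Material: Purified diaphorase enzyme from Clostridium kluyveri | Buffer or medium: 50 mM HEPES pH 7.4 with 4.542 mM MgCl2, 0.005% Tween 20 | Times: 16 min enzyme reaction, ambient temperature | Signal: Red resorufin fluorescence at 544/590 nm excitation/emission | Measure: Increased resorufin signal from activators or reducing compounds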
PMI act: activators of human PMI, primary screen, biochemical, fluorescence intensity, near-Km mannose 6-phosphate. Mannose-6-phosphate isomerase (Homo sapiens), P34949. purified human PMI, coupled resazurin fluorescence, 20 min; active compounds read high; 1 = vehicle control, 0 substrate-free wells. activation factor at 20 µM. 0.005% of 190,000 active. AID 1214, 2008;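 active = activation factor of 2 or more at 20 µM, relative to plate controls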
G6PDH CS: L. mesenteroides G6PDH inhibitors, counter-screen for G6PDH-coupled screening assays, biochemical, Leuconostoc mesenteroides enzyme; 0.12% of 200,000 active; Purified L. mesenteroides G6PDH, diaphorase/resazurin coupled fluorescence, 45 min; inhibition, % at 5 µM; in the data active = inhibition above about 50%
TR-FRET SRC-2 ct: TR-FRET signal artefacts, primary screen, artefact control for PPARgamma SRC-2 agonist project, biochemical; TR-FRET artefact counter-screen; active compounds read high; TR-FRET ratio at 8 µM; 0.4% of 200,000 active; in the data active = TR-FRET ratio above about 2000; note: inactives centre near 1500
PPARg SRC2 recr: agonists of PPARg-SRC-2 recruitment, primary screen, biochemical, HTS | activation, % at 8 µM | AID 1032, 2008 | Peroxisome proliferator-activated receptor gamma (Homo sapiens), P37231 | 0.34% of 200,000 active | PPARgamma LBD-SRC-2 recruitment; in the data active = activation above about 22%;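 note: 0% = vehicle and 100% = reference agonist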
Diaphorase inh: diaphorase inhibitors and chemical oxidizers, primary screen, counter-screen for diaphorase-coupled primary assays, biochemical, uHTS, resorufin fluorescence; diaphorase resazurin-to-resorufin fluorescence, NADH, 16 min; bacterial (C. kluyveri) enzyme, not human; inhibition, % at 20 µM; 0.69% of 190,000 active; AID 1217, 2008;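 active = primary screen inhibition at 20 µM above a set limit, cut at about 50% in these data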;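 note: plate controls were DMSO with full reaction for no effect and wells lacking NADH for full effect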
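Test system: diaphorase enzyme from Clostridium kluyveri; amount: diaphorase at 0.14 U/mL in enzyme working solution; detection: fluorescence of resorufin formed from resazurin, Ex 544/Em 590 nm; times: reaction incubation of 16 min at room temperature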
PMI act hi M6P: human PMI activators, high substrate, primary screen, biochemical, fluorescence intensity, near-saturating mannose 6-phosphate; Mannose-6-phosphate isomerase (Homo sapiens), P34949; coupled PMI enzyme assay, resazurin fluorescence, 20 min; active compounds read high; 1 = untreated enzyme, 0 = substrate-free blank; activation factor at 20 µM; 0.34% of 190,000 active;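 active = activation factor of 2 or more at 20 µM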
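Test system: human phosphomannose isomerase with PGI, G6PDH, diaphorase coupling enzymes / Doses: 20 µM compound, 1% DMSO / Times: enzyme reaction with compound 20 min at room temperature / Measured by: Diaphorase-driven resazurin-to-resorufin fluorescence, excitation 544, emission 590 nm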
Numbers without * were called inactive; nt = not tested or not shown.

The line under a structure holds: PPARg SRC2 recr | PMI act | S1P3 antag | PMI act hi M6P | TR-FRET SRC-2 ct | Diaphorase inh | Diaphorase act | PPARg SRC-3 ag | PPARg SRC1 recr | G6PDH CS | ROMK mod
Cc1oc(-c2ccccc2F)nc1CS(=O)CC(=O)NCc1ccc2c(c1)OCO2 (stereo not given)
→ -2.6 | 0.9 | 6.3 | 0.9 | 1457 | 15.3 | 0.8 | -13.8 | -1.1 | 11.8 | nt
Cc1ccc(-n2nnc3c(=O)n(CC(=O)NCc4ccccc4)cnc32)cc1
→ 0.8 | 1 | -26.2 | 1 | 1484 | 18.7 | 0.8 | 3.9 | 0.0 | -1.9 | 0.642
Cc1ccsc1/C=N/NC(=O)Cn1cnc2ccccc21
→ -1.8 | 1 | -10.8 | 1 | 1675 | 2.6 | 1 | 1.8 | -2.8 | 15.6 | nt
CC(O)CNCCOc1ccccc1-c1ccccc1 (stereo not given)
→ 1.9 | 1 | 13.7 | 1.1 | 1690 | 3.9 | 1 | 6.1 | 1.7 | 3.8 | -1.18
O=C1c2ccccc2C(=O)N1CCCCN(C(=O)c1ccc(Cl)s1)c1ccc(Cl)cc1
→ 9.2 | 0.8 | -1.1 | 1 | 1526 | 12.3 | 0.9 | -0.1 | 1.3 | 5.9 | -0.509
COc1ccc2oc(=Nc3ccc(C(=O)O)cc3)c(C(=O)NCc3ccco3)cc2c1
→ 0.7 | 1.1 | -13.7 | 1.1 | 1585 | 8.2 | 0.9 | -2.5 | -2.1 | 0.1 | 2
CCC(CC)NC(=O)Nc1cccc(C)c1C
→ 2.2 | 1 | -7.2 | 1 | 1574 | -7.8 | 1.1 | 2.5 | 1.3 | 2.1 | -0.105
COc1ccccc1N1CCN(CC(=O)N2CCCC2)CC1
→ 3.6 | 1 | -8.7 | 0.9 | 1622 | 16.8 | 0.8 | 3.7 | 6.8 | 7.3 | 0.0826
O=C(Cn1c(=O)sc2ccccc21)Nc1nc2c(s1)CCCC2
→ -6.9 | 1 | 2.8 | 1 | 1551 | 0.7 | 1 | -0.5 | 1.7 | 6.4 | 0.249
CCCCN(C(=O)c1cc2ccccc2o1)c1c(N)n(CC(C)C)c(=O)[nH]c1=O
→ 1.4 | 1 | -17.1 | 1.1 | 1453 | 2.6 | 1 | -2.6 | -2.0 | -0.5 | -0.303
CCN(CC)S(=O)(=O)c1ccc(N2CCOCC2)c(NS(=O)(=O)c2ccc(C)c(C)c2)c1
→ 2.4 | 0.8 | -2.3 | 0.9 | 1500 | 13.8 | 0.9 | -7.8 | 4.0 | 2.4 | nt
Cn1cc(CNC(=O)CC2C(=O)NCCN2CC(C)(C)C)cn1 (stereo not given)
→ 1.2 | 0.9 | -4.5 | 0.8 | 1586 | 5.8 | 0.9 | -2.3 | 6.0 | 11.3 | 0.0945
COc1ccc(-c2csc(NC(=O)CN3C(=O)CCC3=O)n2)cc1
→ 0.1 | 0.6 | -7.0 | 1.1 | 1416 | -0.5 | 1 | 7.5 | 2.2 | 7.0 | -0.732
COc1cc(C(C(=O)NC2CCCC2)N(C(=O)Cc2cccs2)C2CC2)cc(OC)c1OC (stereo not given)
→ -3.0 | 1 | -13.1 | 1 | 1628 | 5.3 | 0.9 | -2.0 | -6.4 | 1.7 | -0.519
CCn1nc(C)cc1C(=O)N1CCCC(C(=O)c2cccc(OC)c2)C1 (stereo not given)
→ -4.5 | 1.1 | -11.6 | 1.1 | 1636 | -15.4 | 1.2 | 4.6 | 11.2 | -2.8 | nt
CS(=O)(=O)N(CC(=O)Nc1ccc2c(c1)OCCO2)c1ccc2c(c1)OCO2
→ 8.7 | 0.8 | 6.7 | 0.8 | 1509 | 19.3 | 0.8 | 2.6 | -4.8 | 34.6 | nt
CC(C)c1ccc(S(=O)(=O)N2CCN(C(C)C(=O)Nc3ccccc3-c3ccccc3)CC2)cc1 (stereo not given)
→ -1.8 | 0.9 | -8.0 | 0.9 | 1563 | 8.5 | 0.9 | 3.5 | 2.7 | 5.2 | -1.24
O=C(Nc1cc(Cl)ccc1Cl)C1CC(=O)N(c2ccc(Br)cc2)C1 (stereo not given)
→ -0.1 | 0.9 | nt | 1 | 1499 | 2.6 | 1 | 8.6 | 1.7 | 0.2 | -0.0331
COc1ccc(Oc2c(O)c3ccccc3n(C)c2=O)cc1
→ 0.5 | 0.9 | -18.4 | 0.8 | 1677 | 14.1 | 0.9 | 5.4 | 6.4 | 1.4 | -0.404
O=S(=O)(Nc1ccc(N2CCOCC2)cc1)c1cccs1
→ 3.7 | 0.8 | -3.5 | 0.9 | 1684 | 5.4 | 0.9 | 14.0 | 6.3 | -0.2 | nt

Following part:
The line under a structure holds: PPARg SRC2 recr | PMI act | S1P3 antag | PMI act hi M6P | TR-FRET SRC-2 ct | Diaphorase inh | Diaphorase act | PPARg SRC-3 ag | PPARg SRC1 recr | G6PDH CS | ROMK mod
CCO[C@H]1OC(C(=O)O)=C[C@@H](c2csc3ccccc23)[C@@H]1CCCO
→ -3.1 | 1.1 | 0.9 | 1.1 | 1708 | 16.7 | 0.8 | 3.0 | 7.4 | 12.1 | nt
CCN1N=C(c2ccccc2)Cn2c1nc1ccccc12
→ 6.3 | 1.2 | nt | 1.2 | 1522 | 2.1 | 1 | 8.1 | 2.8 | -3.7 | -0.816
O=C(NCCC1=CCCCC1)c1ccc(Cl)cc1
→ 3.8 | 1 | -2.8 | 1 | 1615 | -10.4 | 1.1 | -3.7 | 4.5 | 8.5 | -0.0347
O=C(COc1ccc(Cl)cc1Br)NC(=O)NCc1ccccc1
→ 4.5 | 1 | -10.4 | 0.9 | 1458 | 10.9 | 0.9 | -1.0 | 9.4 | -1.9 | nt
N#CC(c1ccc(Cl)cc1)c1ncc(C(F)(F)F)cc1Cl (stereo not given)
→ 12.1 | 0.9 | nt | 1 | 1645 | 10.4 | 0.9 | -0.3 | -1.4 | 4.5 | nt
CCOC(=O)N1CCC(=NNc2ccc(S(N)(=O)=O)cc2[N+](=O)[O-])CC1
→ 9.7 | 0.9 | -21.0 | 0.9 | 1683 | 6.3 | 0.9 | 5.2 | 0.0 | 4.1 | 0.172
CC(=O)C1=C(C)OC(N)=C(C#N)C1c1ccco1 (stereo not given)
→ 3.0 | 0.8 | -5.5 | 0.9 | 1645 | 17.8 | 0.8 | 5.6 | 9.4 | 3.9 | nt
CCOC(=O)CCCCC(=O)c1[nH]c(=O)[nH]c1CSc1nnc2c3ccccc3n(C(C)C)c2n1
→ -0.6 | 1.1 | -0.9 | 1 | 1547 | 3.7 | 1 | 2.2 | -1.3 | 3.8 | nt
O=C(c1ccc(Br)cc1)c1cc([N+](=O)[O-])ccc1N1CCOCC1
→ 3.2 | 1 | 5.4 | 1 | 1466 | 16.8 | 0.8 | 5.1 | -2.7 | -9.8 | 4.47*
CC(=O)N[C@@H]1c2c(ccc3ccccc23)OC[C@@H]1COC(C)=O
→ -5.2 | 1 | -24.2 | 1 | 1744 | 5.9 | 0.9 | 4.3 | 5.3 | 0.1 | -0.0249
COc1ccc(C(C)NC(=S)NC2CCCC2)cc1OC (stereo not given)
→ -4.7 | 1 | -11.9 | 1 | 1629 | 4.9 | 1 | -1.4 | 4.9 | 10.5 | nt
CC(=O)Nc1ccccc1-c1nnc(SCc2ccccc2Cl)[nH]c1=O
→ -3.4 | 0.9 | nt | 0.9 | 1435 | 7.9 | 0.9 | -5.6 | 2.6 | 1.1 | 0.00605
O=C(CC1C(=O)NC2CCCCC2N1C(=O)c1ccc([N+](=O)[O-])cc1)Nc1ccccc1 (stereo not given)
→ 13.2 | 0.9 | -6.0 | 1 | 1634 | 3.8 | 1 | 4.0 | -0.9 | 4.0 | -0.014
Cc1c(OCc2ccccc2)c(=O)ccn1Cc1ccc(F)cc1
→ -1.2 | 0.9 | 7.9 | 0.9 | 1627 | 28.4 | 0.7 | -0.5 | 2.4 | 0.7 | 0.318
CCOC(=O)c1cnc(-n2nc(C)cc2C)nc1Nc1cccc(C(C)=O)c1
→ 7.0 | nt | -28.0 | nt | 1541 | nt | nt | 1.5 | -8.8 | nt | nt
O=c1c2c(nc3n1CCCCC3)-c1ccccc1CC21CCCC1
→ 2.5 | 0.9 | -20.6 | 0.9 | 1409 | 20.4 | 0.8 | 1.2 | 2.6 | -1.9 | 1.2
c1ccc2c(c1)nc(N1CCOCC1)c1ccccc12
→ 4.4 | 0.9 | -33.9 | 1 | 1548 | 13.6 | 0.9 | 2.9 | 8.3 | 2.5 | -1.55
CCCc1cc(=O)[nH]c(SCC(=O)N2CCCc3ccccc32)n1
→ 3.7 | 0.9 | 15.6 | 0.9 | 1477 | 1.7 | 1 | 2.7 | -3.1 | 14.9 | 0.127
COc1cccc(NC(=O)Nc2nnc(N3CCCCC3C)s2)c1 (stereo not given)
→ 7.2 | 0.9 | -28.3 | 0.9 | 1659 | -3.3 | 1 | 4.3 | 2.8 | 13.4 | -0.0631
CC1CCc2c(nc3nc[nH]n3c2=O)C1 (stereo not given)
→ 6.2 | 1 | nt | 1 | 1456 | 7.2 | 0.9 | -1.7 | 1.7 | -0.6 | 0.239

More compounds follow.
The line under a structure holds: PPARg SRC2 recr | PMI act | S1P3 antag | PMI act hi M6P | TR-FRET SRC-2 ct | Diaphorase inh | Diaphorase act | PPARg SRC-3 ag | PPARg SRC1 recr | G6PDH CS | ROMK mod
COC(=O)c1cc(OC)c(OC)cc1NC(=O)c1cccc(OC)c1OC
→ -4.5 | 0.9 | -0.7 | 0.9 | 1586 | 21.5 | 0.8 | 0.1 | -0.2 | 10.4 | nt
CC(C)(C)c1ccc(C(=O)/C=C2\NC(=O)CS2)cc1
→ 6.0 | 1.1 | 3.2 | 1.1 | 1632 | 2.3 | 1 | 11.2 | 0.7 | 6.2 | 0.112
S=C(NC1CCCC1)N1CCN(c2ccccn2)CC1
→ -0.1 | 0.9 | 10.9 | 0.9 | 1596 | 7.6 | 0.9 | 4.2 | 2.0 | -10.1 | nt
Cc1cc(NC(=O)c2ccccc2NS(=O)(=O)c2c(C)c(C)cc(C)c2C)no1
→ -3.9 | 1.2 | nt | 1.1 | 1626 | -5.0 | 1.1 | -3.0 | -2.9 | 10.7 | 0.663
